# High-throughput results: PubChem, Broad Institute
# ARNT-TACC3 inh = disrupts binding between human ARNT and TACC3 | AlphaScreen His-ARNT PAS-B/GST-TACC3 binding, luminescence; TACC3 fragment carries E629A point mutation | inhibition, % at 9.99 µM | hit rate 0.66% among 390,000 | AID 623870;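 active = mean inhibition of replicates at least 50% and at least half of replicates each reaching 50%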;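 note: 0% = complete ARNT plus TACC3 wells and 100% = ARNT alone without TACC3; many hits fall short of the cut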
# LGR2 inh = inhibitors of bursicon-induced Drosophila LGR2 receptor cAMP signaling; HEK293 LGR2, CRE-luciferase, bursicon-stimulated, 4 h; inhibition, % at 9.99 µM; hit rate 0.35% among 380,000; AID 720647;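 active = drop in luminescence signal, shown as inhibition above about 50% in the replicate tests, limit read from the data, passing the limit was not always enough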;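 note: agonist challenge used bursicon conditioned medium at about half maximal strength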
# * marks the source's active call; other numbers are inactive results; & = joins results of further samples. Not all compounds are listed; the hit share may differ from the screen's.
ARNT-TACC3 inh,LGR2 inh,smiles
-4,-36,Cc1cc(-c2ccccc2)nc(N/N=C/c2ccco2)n1
-5,8,O=C(NC1(C(F)(F)F)NC(=O)N(c2ccc(F)cc2)C1=O)c1cccs1 (stereo unspecified)
0,13,CCNC(=O)NC(=O)C(C)OC(=O)c1oc2ccccc2c1CSC1CCCCC1 (stereo unspecified)
-1,30,N#CC(C#N)=CC1=C2OC(c3ccccc3)=CC(c3ccccc3)=C2CCC1
-1,24,Cc1ccc(CN(c2ccc(C(=O)NCc3cccnc3)cc2)S(C)(=O)=O)cc1
6,7,COC(=O)Cn1c(CCS(=O)(=O)c2ccc(C)cc2)nc2ccccc21
-1,11,COC(=O)c1c(-n2cnnn2)sc(C)c1C
-6,-11,CC(=O)NC1C(=O)Nc2c(C)cc(C)cc21 (stereo unspecified)
-1,-1,Cc1cc(C)nc(SCc2cc(=O)c(OC(=O)c3ccc(Cl)c([N+](=O)[O-])c3)co2)n1
-6,-13,O=C(Nc1ccc(F)cc1)c1ccc(S(=O)(=O)NCC2CCCO2)cc1 (stereo unspecified)
-9,14,O=C(CCN1C(=O)C2C3C=CC(C3)C2C1=O)Nc1nccs1 (stereo unspecified)
-5,5,CC1=C(OC(=O)c2ccccc2)C(C)(C)C(c2ccccc2)OC1=O (stereo unspecified)
0,-6,CCn1c(SCc2nc(N)nc(N3CCCCC3)n2)nc2c1c(=O)n(C)c(=O)n2C
-15,-13,CCOc1ccc(S(=O)(=O)Nc2nc3ccc(OC)cc3s2)cc1
-1,4,OCCNc1nc2ccccc2n1CCN1CCCCC1
-4,-4,Cc1ccc(C)c(C(=O)Cn2ncc(Cl)c(Cl)c2=O)c1
-7,-67,Cc1cccc(C(=O)O/N=C(\N)c2ccc(Br)cc2)c1
10,24,Cc1cc2cc(C(c3nnnn3C3CCCC3)N(Cc3cccnc3)Cc3ccco3)c(=O)[nH]c2cc1C (stereo unspecified)
-3,2,O=C(CSCc1c(Cl)cccc1Cl)NCc1ccco1
-4,15,Cc1cc(NC(=O)CSc2n[nH]c(-c3cccs3)n2)no1

ARNT-TACC3 inh,LGR2 inh,smiles
-1,4,CCCn1c(-c2ccc(OC)cc2)nc2nc3ccccc3nc21
6,-6,Cc1ccc(Nc2nc(=O)c3cccnc3s2)cc1
-3,18,CCOC(=O)C1=C(C)NC(=O)NC1c1ccc(NC(C)=O)cc1 (stereo unspecified)
-1,-18,COc1ccccc1NC(=O)CSc1nc(O)cc(=O)n1-c1ccccc1OC
0,5,CC(C)(C)NC(=O)C(c1cccs1)N(CC1CCCO1)C(=O)Cn1nnc(-c2cccs2)n1 (stereo unspecified)
4,-11,Fc1ccc(Oc2nccc(-c3ccc(Cl)cc3)n2)cc1
-1,25,COc1ccccc1N1CCN(CCc2n[nH]c(=S)n2-c2ccccc2)CC1
5,0,O=C(NCCNc1ccc([N+](=O)[O-])cc1C(F)(F)F)c1ccccc1F
-6,0,O=C(N/N=C/c1cccnc1)c1ccc([N+](=O)[O-])cc1Cl
-10,-12,O=C1Nc2ccc(Cl)cc2C12Nc1ccccc1-c1nnc(SCc3ccccc3F)nc1O2 (stereo unspecified)
-3,-3,Cc1ccc(C)c(Cn2c(=O)n(CCC(=O)NCc3ccco3)c(=O)c3ccccc32)c1
-6,-35,COc1ccc(NC2CC(=O)N(c3cccc(C)c3)C2=O)cc1 (stereo unspecified)
8,-5,CCOC(=O)c1[nH]c(=O)c2ccccc2c1O
-1,6,CC(=O)N(C(C)=O)c1ccc2nc(C)[nH]c(=O)c2c1
18,-9,Cc1cc(C)nc(Sc2ccc3nnc(C(F)(F)C(F)(F)C(F)(F)F)n3n2)n1
-3,23,CCOc1cc(C(=O)NCCOC)cc(OCC)c1OCC
-2,-9,COc1ccc(CCN(C(=O)c2cccc(F)c2)C2CC(=O)N(c3ccc(OC)cc3)C2=O)cc1 (stereo unspecified)
0,10,COCCn1c(COC)nc2ccccc21
3,14,CCOC(=O)c1c(NC(=O)CNCCO)sc(C)c1C
4,9,COc1cc(C(=O)NCc2ccco2)c(Br)c(OC)c1OC

# Gathered by group: the compounds so far with a furan ring, fused or not (six)
ARNT-TACC3 inh,LGR2 inh,smiles
-4,-36,Cc1cc(-c2ccccc2)nc(N/N=C/c2ccco2)n1
0,13,CCNC(=O)NC(=O)C(C)OC(=O)c1oc2ccccc2c1CSC1CCCCC1 (stereo unspecified)
10,24,Cc1cc2cc(C(c3nnnn3C3CCCC3)N(Cc3cccnc3)Cc3ccco3)c(=O)[nH]c2cc1C (stereo unspecified)
-3,2,O=C(CSCc1c(Cl)cccc1Cl)NCc1ccco1
-3,-3,Cc1ccc(C)c(Cn2c(=O)n(CCC(=O)NCc3ccco3)c(=O)c3ccccc32)c1
4,9,COc1cc(C(=O)NCc2ccco2)c(Br)c(OC)c1OC

# Carrying on:
ARNT-TACC3 inh,LGR2 inh,smiles
-4,9,COc1cc2c(=O)n(CC3CCCO3)c(=O)n(CC(=O)Nc3cccc(Cl)c3)c2cc1OC (stereo unspecified)
-14,4,CCOc1ccc(OCCOc2cccc(C(F)(F)F)c2)cc1
-9,3,CCOC(=O)Cc1nnc(NC(=O)CC)s1
1,25,O=C(Nc1cnc2sccn2c1=O)c1ccc(Cl)cc1Cl
11,3,Cn1c(CNc2nc(-c3ccccc3)cs2)nnc1SCC(=O)c1ccccc1
5,-5,Cn1c(COc2ccccc2)nnc1SCC(=O)Nc1ccc(S(N)(=O)=O)cc1
-3,9,Cc1nn(CCc2n[nH]c(=S)n2-c2ccc(F)cc2)c(C)c1[N+](=O)[O-]
-1,-3,CCOC(=O)c1sc(NC(NC(=O)c2ccco2)(C(=O)OC)C(F)(F)F)nc1C (stereo unspecified)
-6,-1,O=C(NNC(=O)c1cc(OCC(F)(F)F)ccc1OCC(F)(F)F)c1ccc(Cl)c(Cl)c1
-5,-6,CC(=O)C(Cc1cnc(Cl)s1)(Cc1cnc(Cl)s1)C(C)=O
9,-51,Cc1cccnc1NC(=S)NC(=O)/C=C/c1ccco1
-13,12,CCOC(=O)C1CCN(Cc2coc3ccc(Cl)cc3c2=O)CC1
2,-10,CCc1nc2cc(Cl)c(Cl)cc2[nH]1
1,9,Nc1nnn(CC(=O)N/N=C/c2cccc3ccccc23)n1
5,-10,C=CCOc1ccc(NC(=O)C(=O)NCCCn2ccnc2)cc1
-3,-7,Cc1ccccc1CS(=O)(=O)Cc1ccc(C(=O)NCCCN2CCOCC2)o1
5,-14,Cn1ccnc1SCC(=O)Nc1ccc2ccccc2c1
8,-3,CC(=O)Nc1nc2ccc(C(=O)NC3CCCCC3)cc2s1
-7,27,O=C(O)C1C2C=CC(O2)C1C(=O)NCc1ccccc1Br (stereo unspecified)
2,-16,O=C(Nc1ccc(N=Nc2ccccc2)cc1)c1cccc(Cl)c1

ARNT-TACC3 inh,LGR2 inh,smiles
-4,11,Cc1ccc(CNC(=O)c2oc3ccc(S(=O)(=O)N4CCOCC4)cc3c2C)cc1
0,0,Cc1ccc(NC(=O)C2CCN(S(=O)(=O)c3cnc[nH]3)CC2)nc1
2,17,CN(C(=O)c1ccncc1)C1CC(C)(C)N(O)C(C)(C)C1
25,1,O=C1c2ccccc2C(=O)c2c1cccc2N1CCOCC1
-1,26,O=C(Nc1ccc(N2CCN(C(=O)c3ccc(Cl)cc3)CC2)cc1)c1ccc2c(c1)OCCO2
18,-51,O=[N+]([O-])c1ccccc1CSc1nc2ccccc2o1
0,1,CC(C)COc1ccc(CNC(=S)N/N=C/c2ccc([N+](=O)[O-])cc2)cc1
15,7,CCN1C(=O)/C(=C2\SC(=S)N(c3c(C)n(C)n(-c4ccccc4)c3=O)C2=O)c2ccccc21
-17,-6,COc1ccc(-n2c(=O)cc(N3CC(C)OC(C)C3)[nH]c2=O)cc1 (stereo unspecified)
-1,-11,COC(=O)c1ccc(CSc2nc3c(c(=O)n2-c2ccc(Br)cc2)SCC3)o1
6,-4,CC1(C)CC(CC(=O)O)(c2ccc(Cl)cc2)CCO1 (stereo unspecified)
-2,14,CCOc1ccc(CN(Cc2ccco2)S(=O)(=O)c2ccc(-n3cnnn3)c(OC)c2)cc1
-3,-9,CSc1ccccc1NC(=O)c1cccnc1
-13,-2,CCOC1OC(=O)C(Cl)=C1Nc1ccccc1C (stereo unspecified)
8,-9,O=C1CCc2cc(S(=O)(=O)N3CCN(c4cccc(Cl)c4)CC3)ccc2N1
-4,20,CC(=O)Nc1ccc(NS(=O)(=O)c2cccc3ccccc23)cc1
2,-19,CC1(C)CC(=O)C2=C(C1)N(c1ccccc1)C(N)=C(C#N)C2c1ccsc1 (stereo unspecified)
9,9,CN(C)S(=O)(=O)c1cccc(NC(=O)COC(=O)CCSc2ccc(Cl)cc2)c1
4,11,O=S(=O)(NCC(c1cccnc1)N1CCN(c2ccc(F)cc2)CC1)c1cc(F)ccc1F (stereo unspecified)
-1,-11,C=CCn1c(=O)c2ccccc2n2c(SCc3cc(=O)n4ccsc4n3)nnc12

ARNT-TACC3 inh,LGR2 inh,smiles
18,-1,COc1cccc(-n2cnc3cccc(N)c32)c1
-1,14,O=C(c1ccc(COc2c(F)c(F)cc(F)c2F)o1)N1CCN(c2ccc(Cl)cc2)CC1
-1,-13,COC(=O)C(C(=O)OC)c1ccccc1[N+](=O)[O-]
-1,17,COc1ccc(C2C(C#N)=C(/N=C/N3CCN(C)CC3)OC3=C2C(=O)CC(C)(C)C3)cc1OC (stereo unspecified)
-7,28,O=C1CCC(=O)N1c1nc2nc(-c3ccccc3)cc(=O)n2[nH]1
16,11,CC(C)CC(C(=O)Nn1cnnc1)N1C(=O)c2ccccc2C1=O (stereo unspecified)
16,5,CCC(C)[C@H](NC(=O)OC(C)(C)C)c1nnc(SCc2c(C)[nH]c(=O)[nH]c2=O)o1 (stereo partly specified)
-1,0,CCNC(=O)c1cc2ccccc2o1
11,-74,COc1ccc(NC(=O)c2cc3ccccc3o2)cc1
-15,-8,Cn1c(C(=O)N2CCCc3ccccc32)cc2sccc21
-2,-2,COc1ccc(N(CC(=O)Nc2c(C)n(C)n(-c3ccccc3)c2=O)S(=O)(=O)c2ccccc2)cc1OC
-6&-8,-25,COc1ccc(NC(=O)C2C(=O)N(CCO)C3(C)CC2c2ccccc2O3)cc1 (stereo unspecified)
7,9,Cc1cccc(NC(=S)NNC(=O)c2ccco2)c1
-3,-11,Cc1ccc(N/N=C/c2c(O)cc(C)oc2=O)cc1
2,-16,COc1ccccc1-c1nc(C(F)(F)F)c(OC)o1
17,13,COc1ccc(-c2noc(C3CCCN(S(=O)(=O)c4cccc(Cl)c4C)C3)n2)cc1OC (stereo unspecified)
-1,-24,Cc1c(NCc2cc(Cl)ccc2O)c(=O)n(-c2ccccc2)n1C
-1,-54,CCCCSc1ccc2nc(-c3ccc(C#N)cc3)cn2c1
-5,16,Cc1nn(C)c(C)c1S(=O)(=O)N(CC(=O)NCCCOC(C)C)c1ccc(C(C)C)cc1
3,-17,CC(C)C[C@H](NC(=O)OC(C)(C)C)C(=O)N/N=C/c1ccc2nccnc2c1

# Quoted at random: four records from the list
ARNT-TACC3 inh,LGR2 inh,smiles
-1,17,COc1ccc(C2C(C#N)=C(/N=C/N3CCN(C)CC3)OC3=C2C(=O)CC(C)(C)C3)cc1OC (stereo unspecified)
-1,0,CCNC(=O)c1cc2ccccc2o1
-6&-8,-25,COc1ccc(NC(=O)C2C(=O)N(CCO)C3(C)CC2c2ccccc2O3)cc1 (stereo unspecified)
-2,-2,COc1ccc(N(CC(=O)Nc2c(C)n(C)n(-c3ccccc3)c2=O)S(=O)(=O)c2ccccc2)cc1OC

# Continued.
ARNT-TACC3 inh,LGR2 inh,smiles
-5,-17,CCc1cc2c(SCC(=O)c3ccc(Cl)s3)ncnc2s1
-14,-10,COc1ccc(NC(=O)CSc2nnc(CN3CCOCC3)n2-c2ccccc2)cc1Cl
16,-20,CNC(=O)C(Sc1nc(C)nc2c1oc1ccccc12)C(C)=O (stereo unspecified)
0,3,Cc1ccccc1NC(=O)c1ccc(CN2CCC(Cc3ccccc3)CC2)cc1
-5,-12,CCn1c(SCC(=O)NCc2ccccc2)nnc1-c1c[nH]c2ccccc12
1,14,CCOC(=O)C[N+](CC)(CC)CC#Cc1ccccc1
-2,0,CCOC(=O)c1ccc2c(c1)nc(SCC(=O)NC(C)C)n2CC
4,26,O=C(c1ccco1)N1CCN(c2nc(C(F)(F)F)nc3c2nnn3Cc2ccccc2)CC1
-6,-18,Cc1c(C(=O)Nc2ccccc2)oc2c1C(=O)CC(C)(C)C2
16,10,Cc1onc(-c2ccccc2)c1C(=O)N/N=C/c1ccc([N+](=O)[O-])s1
-10,-11,Cc1nc(C)c(C(=O)C2=C(O)C(=O)N(CCN3CCOCC3)C2c2cccnc2)s1 (stereo unspecified)
-13,-8,COc1ccc2nc(SCC(=O)Nc3ccc4c(c3)OCCO4)[nH]c2c1
5,-14,N#Cc1c(-c2ccccc2)nc(N2CCOCC2)[nH]c1=O
-2,-10,c1ccc2c(c1)N1CCN=C1N2CCN1CCCCC1
-16,-41,Cc1nc2c(c(=O)n1CCC1=CCCCC1)c1nc3ccccc3nc1n2/N=C/c1ccco1
-4,12,CCn1c2ccccc2c2cc(NC(=O)C/C(C)=N/NC(=O)c3ccccc3N)ccc21
-4,-5,CN(CC(=O)O/N=C(\N)c1ccccn1)S(=O)(=O)c1cc(Cl)ccc1Cl
-6,4,O=C(CCCN1C(=O)c2ccccc2C1=O)Nc1cccnc1
-3,2,CCn1c(SCC(=O)Nc2ccc(Cl)cc2)nc2nc3c(cc2c1=O)CCCC3
22,17,O=C(COn1nnc2ccc(C(F)(F)F)cc21)Nc1nnc(-c2ccccc2)o1

ARNT-TACC3 inh,LGR2 inh,smiles
4,1,NC(=S)Nn1c(-c2ccccc2)nc2ccccc2c1=O
-6,-13,COc1ccccc1Nc1nnc(SCC(=O)Nc2cc(C)on2)s1
-19,9,CCn1c(C(=O)NCc2cccnc2)cc2sc(Cl)cc21
-1,10,COc1ccc(N2CCC(CNC(=O)Nc3ccccc3)C2)cc1 (stereo unspecified)
-4,5,CC(C)Oc1ccc(S(=O)(=O)N(C(C)C)C(C)C)cn1
